NCI-60 one-dose screen, 48 h, at 10 µM unless noted. Numbers give growth in % (100 = growth as untreated, 0 = no growth, -100 = all killed).
MDA-MB-435: MDA-MB-435 melanoma; 82,000 tested, 7.8% active; AID 1794794
MDA-MB-468: MDA-MB-468 breast cancer; AID 2202374; 78,000 tested, 8.5% active
MOLT-4: MOLT-4 leukemia cells | AID 1794779 | 80,000 tested, 6.9% active
SR: SR leukemia cells; 73,000 tested, 8.7% active
K-562: K-562 leukemia | 78,000 tested, 7.4% active | AID 1794777
MDA-MB-231: MDA-MB-231 breast cancer; 81,000 tested, 5% active; AID 1794789
RPMI-8226: RPMI-8226 leukemia cells; 77,000 tested, 7.5% active; AID 1794781
MCF7: MCF7 breast cancer; 82,000 tested, 6.3% active
An asterisk follows results filed as active; · = not tested or not shown; & = joins results of further samples; ! = repeats disagree. The calls were made as follows: active = growth percent below 10; inactive = the rest. Random draw from the library, and some 15% of all compounds hit somewhere here.

SMILES	MDA-MB-435	MDA-MB-468	MOLT-4	SR	K-562	MDA-MB-231	RPMI-8226	MCF7
c1ccc2cc(OCNCOc3ccc4ccccc4c3)ccc2c1	100	95	78	63	72	99	70	87
COc1cc2c(cc1NC(=O)c1ccccc1-c1ccccc1C(=O)O)-c1ccccc1C2	105	86	89	84	76	97	88	88
CC1CCCC1(N)C(=O)O (stereo not drawn)	100	95	101	99	100	93	107	88
Cc1nn(-c2ccc(F)cc2)c2ncnc(Nc3ccc(F)cc3)c12	107	115	98	94	100	103	104	94
CC(C)COC(=O)OCC(C)C	104	122	96	101	89	99	100	95
CN(C)CCOc1ccccc1Cc1ccc(Cl)cc1Cl	95	57	86	73	82	64	90	90
CCN(CC)c1ccc(C(=O)O)cc1	112	101	96	104	106	98	105	·
COC(=O)c1cc(-c2ccc(C)cc2)n(C(=O)CSc2nc3sc(C(N)=O)c(C)c3c(=O)n2Cc2ccccc2)n1	104	107	95	87	101	·	94	90
COc1cc(NCC(O)CN(CC(C)C)CC(C)C)c2nc(C)ccc2c1 (stereo not drawn)	105	-6.9*	78	102	78	56	99	-11*
c1ccc(C2CCOCO2)cc1 (stereo not drawn)	107&99	97&90	109&98	97&96	106&94	90&106	102&107	98&89

Reprinted from the listing, 6 compounds:
SMILES	MDA-MB-435	MDA-MB-468	MOLT-4	SR	K-562	MDA-MB-231	RPMI-8226	MCF7
CC(C)COC(=O)OCC(C)C	104	122	96	101	89	99	100	95
CN(C)CCOc1ccccc1Cc1ccc(Cl)cc1Cl	95	57	86	73	82	64	90	90
CCN(CC)c1ccc(C(=O)O)cc1	112	101	96	104	106	98	105	·
COC(=O)c1cc(-c2ccc(C)cc2)n(C(=O)CSc2nc3sc(C(N)=O)c(C)c3c(=O)n2Cc2ccccc2)n1	104	107	95	87	101	·	94	90
COc1cc(NCC(O)CN(CC(C)C)CC(C)C)c2nc(C)ccc2c1 (stereo not drawn)	105	-6.9*	78	102	78	56	99	-11*
c1ccc(C2CCOCO2)cc1 (stereo not drawn)	107&99	97&90	109&98	97&96	106&94	90&106	102&107	98&89

(cont.)
SMILES	MDA-MB-435	MDA-MB-468	MOLT-4	SR	K-562	MDA-MB-231	RPMI-8226	MCF7
CCOP(=O)(OCC)/C(C#N)=C/c1cc(OC)ccc1OC	95	99	104	81	102	100	86	87
O=C(Nc1ccc(Br)cc1)c1cc(Br)c(O)c(Br)c1O	97	102	91	94	83	93	80	79
COc1cc2[nH]c(=O)c3c4cccnc4cn3c2cc1OC	104	101	·	·	99	·	105	91
COc1cccc2nc(Nc3ccc(F)c(NC(=O)c4ccc(CN5CCN(C)CC5)c(C(F)(F)F)c4)c3)ccc12	-69*	-49*	-16*	·	-71*	-38*	-44*	-61*
C#CCN1C(=O)CN(/N=C/c2ccc([N+](=O)[O-])o2)C1=O	103	88	106	96	97	98	100	99
COc1ccc(-c2c(NC(C)=O)noc2-c2cc(OC)c3c(c2OC)OCO3)cc1	106	93	76	73	90	111	76	100
O=c1c2sc3ncccc3c2ncn1-c1cccc(Cl)c1	107	91	91	·	104	118	93	102
NN1C(=O)c2cnn(-c3ccccc3)c2N2CC(=O)CNN=C12	103	116	104	114	105	114	103	93
CN1CCN(Cc2ccc(NC(=O)c3cncc(C#Cc4cncn5ccnc45)c3)cc2C(F)(F)F)CC1	36	125	83	41	4.3*	54	55	56
O=S(=O)(NCl)c1ccccc1	99	108	98	86	97	115	105	86

In the list so far, two have a thiophene ring, fused or not.
SMILES	MDA-MB-435	MDA-MB-468	MOLT-4	SR	K-562	MDA-MB-231	RPMI-8226	MCF7
COC(=O)c1cc(-c2ccc(C)cc2)n(C(=O)CSc2nc3sc(C(N)=O)c(C)c3c(=O)n2Cc2ccccc2)n1	104	107	95	87	101	·	94	90
O=c1c2sc3ncccc3c2ncn1-c1cccc(Cl)c1	107	91	91	·	104	118	93	102

(listing goes on)
SMILES	MDA-MB-435	MDA-MB-468	MOLT-4	SR	K-562	MDA-MB-231	RPMI-8226	MCF7
O=C(O)c1ccc(-n2cc(CNc3ccc(Br)cc3)c(-c3ccc(C(F)(F)F)cc3)n2)cc1	89	94	71	93	51	96	100	77
COc1ccc(C(Cc2ccccc2)NCCN2CCOCC2)cc1 (stereo not drawn)	105	100	94	96	101	110	109	89
CCCCCCCCCCC(O)CCCCCCCCCC	100	111	101	95	98	110	99	92
COC(=O)c1c(Nc2ccc(OC)cc2)n[nH]c1N	108	110	87	·	93	100	103	92
COc1ccc(C(=O)/C=C/c2ccc(OCc3ccccc3)c(OC)c2)cc1OC	31&61	11&24	9.5*!	8.9*!	10&21	13&55	9.5*	11&22
Cn1cc(-c2csc(-c3cn(CCOC(N)=O)c4ccccc34)n2)c2cccnc21	8.2*	16	69	20	27	80	74	58
CC(=O)OC[C@H]1O[C@@H](OCc2cn(CC(=O)O[C@@H]3C[C@]4(C)[C@H]5CC[C@@H]6[C@H]7[C@H](C(C)C)CC[C@]7(C(=O)O)CC[C@@]6(C)[C@]5(C)CC[C@H]4C(C)(C)C3=O)nn2)[C@H](OC(C)=O)[C@@H](OC(C)=O)[C@@H]1OC(C)=O	86	58	57	78	44	78	40	76
c1ccc(CCn2nnc3c(Nc4ccc(N5CCOCC5)cc4)ncnc32)cc1	24	76	66	36	27	78	68	89
Cc1[nH]c(/C=C/C(=O)c2ccc(C(F)(F)F)c(F)c2)c(C)c1C(=O)NC1CCCCC1	103&100	125&120	92&102	92&100	102&99	89&98	86&95	93&90
COc1ccc(-c2n/c(=C\c3c(O)[nH]c4ccccc34)cc3c2=Nc2ccccc2-3)cc1	4.9*	-48*	2.7*	6.5*	-8.1*	31	25	-22*
O=C(Cn1ccnc1)Nc1ccccn1	101	100	92	90	96	111	98	94
Nc1cccc(OCCCCCOc2cccc(N)c2)c1	76	·	51	69	25	74	57	96
CSc1nnc2sc3cc(C)ccc3n12	112	107	94	94	90	100	96	92
O=S(=O)(O)c1ccc(Nc2ccccc2)cc1	107	44	94	·	113	102	112	111
CCCCn1cnc(-c2cc(-c3ccc(F)cc3)cc(C(F)(F)F)c2)n1	102	99	80	83	76	81	90	99
CCCCCCN1C(=O)C2CCC(=O)N2C1N(C)C (stereo not drawn)	109	116	103	102	101	106	96	94
COc1ccc(-c2cc(-c3cccc4ccccc34)n3c(n2)nc2ccccc23)cc1OC	47	63	7.6*	·	33	67	-18*	15
Cc1cc2oc(/C=C/c3ccccc3)cc(=O)c2c(C)c1Cl	96	·	63	78	118	107	94	98
C=CCN(CC#N)CC=C	101	101	102	93	102	111	·	95
C/C=C/CNc1ccccc1	101	121	116	97	78	113	·	99
O=C(O)c1cc2n(n1)CC(c1ccccc1)N2 (stereo not drawn)	101	103	116	107	113	101	105	91
Cc1ccc(C(=O)C/C(=C/c2ccc(-c3ccc(Cl)cc3)o2)C(=O)NCc2ccccc2Cl)cc1	86	92	64	·	62	93	68	62
CCCCCC(Cl)(CCCC)CCCCC	107	95	101	102	101	104	·	99
O=C(CNc1nc(-c2cccc([N+](=O)[O-])c2)cs1)Nc1cccc(Cl)c1	105	98	101	95	97	101	98	91
Cc1ccc(C)c(C(O)(c2cc(C)ccc2C)C2(O)CCCCC2)c1	105	90	72	85	87	97	90	98
COC(=O)CNC(=O)[C@H](Cc1ccccc1)NC(=O)[C@@H]1CCCN1C(=O)[C@H](Cc1ccccc1)NC(=O)[C@H](C)NC(=O)OCc1ccccc1	99	106	98	112	96	98	112	95
COc1cc(/C=N/n2c(COc3ccccc3)nc3ccccc3c2=O)ccc1O	106	95	119	120	120	89	90	77
COc1ccc(NC(=O)c2c(Nc3ccc(OC)cc3OC)nn3c(C)cc(C)nc23)c(OC)c1	99	97	104	·	101	100	90	97
COc1ccc(NCC(=O)Nc2ncc(Cc3ccc(Cl)cc3)s2)cc1	24	80	55	94	22	78	64	40
CCCCOc1ccc(NC(=O)CCl)cc1	85	60	23	·	60	91	82	54
CCOc1ccc(-n2nc(C(=O)NCc3ccc(OC)c(OC)c3)nc2-c2cc(OC)c(OC)c(OC)c2)cc1	92	88	70	73	88	76	84	84
N#Cc1c(-c2cccc(F)c2)cc(-c2ccc(Br)s2)[nH]c1=O	-26*	82	83	41	25	80	74	63
CC(C)N(Cc1ccccc1)c1c(Cl)ssc1=O	108	·	121	·	108	89	115	101
CS(N)(=O)=O	106	92	104	108	115	101	107	109
CC(C)C[C@@H]1NC(=O)[C@@H](NC(=O)[C@@H]2CCC(=O)N2)[C@H](C(C)C)c2ccc3c4c([nH]c3c2)-n2cnc(c2)C[C@@H](C(=O)O)NC(=O)[C@@H](CCCN=C(N)N)NC(=O)[C@@H]2CCCN2C(=O)[C@H](C4)NC(=O)[C@H](C(C)C)NC1=O	23	34	85	35	103	111	98	·
C#CC(C)OCC1CO1 (stereo not drawn)	98	·	103	107	98	107	106	97
CCOC(=O)c1c(NC(=S)NC)sc2c1CCCC2	101	95	102	99	117	110	112	85
CC1CC(C)/C(=N/NC(N)=O)C(C(O)CC2CCC(=O)NC2=O)C1 (stereo not drawn)	34	47	23	48	41	47	50	37
COc1cc(CNC(=O)CCCC/C=C/C(C)C)ccc1C(=O)NN	94	122	96	87	92	102	·	93
CN1CCN(C(=O)[C@]2(C)CC[C@]3(C)CC[C@]4(C)C(=CC[C@@H]5[C@@]6(C)C/C(=C/c7ccco7)C(=O)C(C)(C)[C@@H]6CC[C@]54C)[C@@H]3C2)CC1	79	69	50	41	45	95	48	77

2 compounds picked at random from those above, as already listed:
SMILES	MDA-MB-435	MDA-MB-468	MOLT-4	SR	K-562	MDA-MB-231	RPMI-8226	MCF7
CCOP(=O)(OCC)/C(C#N)=C/c1cc(OC)ccc1OC	95	99	104	81	102	100	86	87
O=C(CNc1nc(-c2cccc([N+](=O)[O-])c2)cs1)Nc1cccc(Cl)c1	105	98	101	95	97	101	98	91

(further entries)
SMILES	MDA-MB-435	MDA-MB-468	MOLT-4	SR	K-562	MDA-MB-231	RPMI-8226	MCF7
COc1cc2nc(-c3ccc(Cl)cc3)cc(OCCN3CCC(O)CC3)c2cc1OC	98	84	86	63	88	78	65	92
COc1ccc(-n2nc(C(=O)Nc3ccc(CC(=O)O)cc3)nc2-c2ccccc2)c(OC)c1OC	97	103	99	104	112	106	121	96
Cc1nn(-c2ccccc2)c(Sc2nnc(Nc3c(C)n(C)n(-c4ccccc4)c3=O)s2)c1C=O	103	117	104	95	98	97	109	93
NNc1ccc(S(N)(=O)=O)cc1	104	100	102	·	109	·	82	98
Cc1ccc2oc(=O)cc(-c3sc(N4CCCC4)nc3-c3ccccc3)c2c1	101	95	92	85	80	94	89	84
CC(C)C(=O)Nc1ccc(-c2nc(-c3cccc(O)c3)c(-c3ccnc(Br)c3)[nH]2)cc1	·	15	9.5*	-3.9*	7.3*	58	·	12
CC[C@@H](C)/C=C(C)/C=C/C(O)=C1\C(=O)N[C@@H](Cc2ccc(OC(=O)[C@@](OC)(c3ccccc3)C(F)(F)F)cc2)C1=O	101	110	42	63	9.3*	90	·	100
COc1ccc(C2=NN(C=O)C(c3ccc(Oc4nc5c(c(=O)n(C)c(=O)n5C)n4C)c(OC)c3)C2)cc1 (stereo not drawn)	61	74	67	84	90	78	80	77
CCOCCCCC(C)(C)O	100	96	105	97	114	104	102	101
Cc1ccc(C(=O)Nc2nc3c(s2)CN(Cc2ccccc2)CC3)cn1	7.7*	67	96	64	37	100	78	64
CCCC(=O)c1ccc(C)s1	104	·	104	102	·	94	105	100
CCn1cc(C(=O)O)c(=O)c2cc(F)c(N3CCN(CC(=O)Nc4ccc(S(=O)(=O)Nc5nccc(C)n5)cc4)C(C)C3)c(F)c21 (stereo not drawn)	103	96	123	103	105	100	109	97
O=C1/C(=C/C(Cl)=C/c2ccccc2)SC(=S)N1CCc1ccc(O)cc1	-31*	-36*	9.3*	13	5.7*	27	2.9*	26

Bioassay records as filed in PubChem BioAssay.
